Assay outcomes from PubChem BioAssay.
Rev-erbA mod = modulators of human Rev-erb alpha DNA binding; P20393; Rev-erbα–FITC-DNA binding, fluorescence polarization, 90 min; activity, % at 10 µM; 370,000 tested, 0.79% active; AID 1259318;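 active = activity above about 14%, limit read from the data; passing the limit was not always enough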;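 also: 0% = DMSO wells with 35 nM protein and 100% = DMSO wells with 750 nM protein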
Target sequence (P20393 whole entry, looked up): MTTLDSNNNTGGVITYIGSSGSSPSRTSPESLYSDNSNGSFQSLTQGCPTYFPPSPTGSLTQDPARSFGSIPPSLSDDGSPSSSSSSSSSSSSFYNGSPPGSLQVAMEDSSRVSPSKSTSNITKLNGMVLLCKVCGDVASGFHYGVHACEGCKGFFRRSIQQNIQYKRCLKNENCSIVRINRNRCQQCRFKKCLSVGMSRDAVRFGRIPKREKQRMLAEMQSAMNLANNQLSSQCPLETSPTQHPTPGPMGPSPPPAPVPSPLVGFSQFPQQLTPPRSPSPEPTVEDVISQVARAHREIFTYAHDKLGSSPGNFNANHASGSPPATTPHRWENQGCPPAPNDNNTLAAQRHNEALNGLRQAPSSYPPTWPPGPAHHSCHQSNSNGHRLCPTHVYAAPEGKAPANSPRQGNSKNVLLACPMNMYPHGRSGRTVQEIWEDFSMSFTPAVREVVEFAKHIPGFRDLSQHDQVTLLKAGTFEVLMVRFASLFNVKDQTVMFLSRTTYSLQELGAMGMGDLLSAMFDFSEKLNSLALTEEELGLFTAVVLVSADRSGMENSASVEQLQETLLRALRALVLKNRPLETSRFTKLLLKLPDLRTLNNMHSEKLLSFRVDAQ
ABHD4 inh = ABHD4 (mouse) inhibition, primary FP screen | Q8VD66 | purified mABHD4, FP-Rh probe fluorescence polarization | inhibition, % at 8.92 µM | 370,000 tested, 0.54% active;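 active = inhibition exceeding the mean over every tested compound plus 3 SD, cut at about 30% in these data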;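 also: 0% = plate median of compound wells and 100% = S159A mutant with DMSO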
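Assay system: mABHD4 protein; medium: HEPES pH 7.0, NaCl, Pluronic buffer; dosing: 8.92 µM, single dose; schedule: 45 min + 60 min at 25 °C; signal: FP readout, ex 525 nm / em 598 nm; read-out: normalized percent inhibition of probe labeling; repeats: single replicate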
LEDGF integ inh = blocks HIV-1 LEDGF/p75-dependent DNA integration; TR-FRET IN-LEDGF/p75 DNA integration, Eu/Cy5; inhibition, % at 3.7 µM; 370,000 tested, 0.64% active; AID 743269;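 active = inhibition above the screen-wide mean plus 3 SD, cut at about 13% in these data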;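 also: signal is the Cy5 over europium emission ratio at 671 and 618 nm; 0% = plate median of compound wells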
UHRF1 binding = UHRF1 methyl-DNA binding inhibition; inhibition, % at 4.4 µM; AID 687016; 370,000 tested, 0.75% active; UHRF1 binding to methylated oligo, TR-FRET; in the data active = inhibition above about 21%;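 also: UHRF1 SRA domain binding a hemimethylated CpG hairpin DNA probe; 0% = median of test compound wells and 100% = reference inhibitor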
TCR-CD3 inh = blocks the human TCR-CD3 interaction | TAMRA-labeled TCR probe fluorescence, biochemical | inhibition, % at 9.4 µM | 360,000 tested, 0.37% active | AID 651800; in the data active = inhibition above about 19%;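 also: recombinant mutant TCR 2C K166C tagged with TAMRA read by polarization; 0% = receptor in buffer alone and 100% = receptor with positive control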
PG9 Ab binder = PG9 antibody binding by small molecule; TR-FRET gp120-PG9 antibody binding; inhibition, % at 6.7 µM; 360,000 tested, 0.43% active; AID 624416; in the data active = inhibition above about 8.5%
PRMT1 inh = blocks human protein arginine methyltransferase 1; Q99873; recombinant PRMT1, activity-based probe fluorescence polarization; inhibition, % at 2.79 µM; 370,000 tested, 1.3% active; AID 652257;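 active = inhibition above about 21% made by adding two undisclosed values, limit read from the data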
Target sequence (Q99873 whole entry, looked up): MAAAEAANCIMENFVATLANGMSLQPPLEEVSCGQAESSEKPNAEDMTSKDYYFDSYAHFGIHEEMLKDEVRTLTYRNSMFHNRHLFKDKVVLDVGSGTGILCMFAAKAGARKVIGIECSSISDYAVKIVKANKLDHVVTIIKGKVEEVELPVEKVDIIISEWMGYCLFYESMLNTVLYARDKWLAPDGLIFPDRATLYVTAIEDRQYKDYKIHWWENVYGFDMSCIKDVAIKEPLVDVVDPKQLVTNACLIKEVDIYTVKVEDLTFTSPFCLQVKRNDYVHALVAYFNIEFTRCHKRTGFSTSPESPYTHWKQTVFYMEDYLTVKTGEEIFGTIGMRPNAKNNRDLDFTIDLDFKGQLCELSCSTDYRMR
HTRA1 inhibitor = HTRA1 (human) protease inhibition; recombinant HTRA1, FP-rhodamine activity-based probe, fluorescence polarization; 340,000 tested, 0.5% active; inhibition, % at 5.96 µM; in the data active = inhibition above about 36%;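 also: 0% = enzyme with DMSO and 100% = wells lacking enzyme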
rCAG binder = r(CAG) repeat RNA binding. TO-PRO-1 dye displacement fluorescence. inhibition, % at 3 µM. 370,000 tested, 1.3% active;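 active = inhibition above the plate cutoff, the mean of all test compounds on that plate plus 3 SD, cut at about 35% in these data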;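 also: 0% = DMSO alone and 100% = 100 µM mitoxantrone as full dye displacement; higher means more dye released from RNA so lower well fluorescence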
MBD2 DNA inh = inhibitors of human MBD2 binding to methylated oligonucleotide | inhibition, % at 4.4 µM | TR-FRET | 370,000 tested, 0.31% active; in the data active = inhibition above about 13%
The depositor's hits bear a star; nt = no result given. An excerpt; count on the stated rates, not on these rows.

SMILES | Rev-erbA mod | ABHD4 inh | LEDGF integ inh | UHRF1 binding | TCR-CD3 inh | PG9 Ab binder | PRMT1 inh | HTRA1 inhibitor | rCAG binder | MBD2 DNA inh
Cc1ccc(CSc2nnc3c(n2)OC2(Nc4ccccc4-3)C(=O)Nc3ccc(F)cc32)cc1 (configuration not stated) | 5 | 6 | 2 | -8 | -3 | 0.7 | 6 | -5 | 24 | -12
Cn1cnnc1SCC(=O)c1ccc2c(c1)NC(=O)CO2 | 2 | 11 | 3 | 0 | 5 | 0.8 | 1 | 2 | 8 | -5
Cc1ccc(C)c(N(CC(=O)NCc2ccco2)C(=O)CNS(=O)(=O)c2ccc(F)cc2)c1 | -1 | 0 | 3 | 3 | 10 | -1.2 | -2 | -7 | 6 | -3
Cc1c(F)cccc1NS(=O)(=O)c1ccccc1C#N | 1 | 4 | 5 | 3 | 0 | -2.2 | 3 | 9 | 5 | -1
CCOC(=O)CSc1nc(C)cc(=O)[nH]1 | -4 | 3 | 1 | 0 | 0 | -1.0 | -3 | 0 | -1 | -5
O=C(CCCCCN1C(=O)C2C3C=CC(C3)C2C1=O)Nc1ccccc1 (configuration not stated) | -6 | 7 | 4 | -2 | nt | nt | -3 | nt | 0 | -7
COc1ccc(C(=O)NC(=S)Nc2ccccc2N2CCOCC2)cc1[N+](=O)[O-] | -4 | 1 | 0 | 0 | 5 | 0.4 | -4 | 2 | 4 | -4
O=C(CSc1nnc(-c2ccccc2)o1)NC(=O)Cc1ccccc1 | -2 | 11 | -4 | 8 | 2 | 1.1 | 2 | -3 | 3 | 0
COc1ccc(CNC(=O)/C(C#N)=C/c2cccc(OC)c2OC)cc1 | -2 | 1 | 2 | -1 | -1 | 0.9 | 3 | -6 | -7 | 1
CCOC(=O)C(C(=O)OCC)N(C#N)c1nc(C)cc(C)n1 | -1 | -6 | 3 | 0 | 0 | -1.0 | 4 | 4 | 0 | -2
C=C(C)CN(CC)C(=O)CC1C(=O)NCCN1Cc1c(F)cccc1Cl (configuration not stated) | 0 | -4 | 0 | -3 | 6 | -1.4 | -2 | 2 | -7 | 0
Cc1ccc(S(=O)(=O)CCOC(=O)CNC(=O)OCc2ccccc2)cc1 | 0 | 0 | -5 | -1 | -3 | -0.5 | 1 | 8 | -1 | 4
CN(CC(=O)NCCc1ccc(S(N)(=O)=O)cc1)c1ccccc1 | -1 | -1 | -2 | 3 | 2 | -0.9 | -1 | 10 | 4 | -1
COc1cccc(CC(=O)N2CCC(CCC(=O)Nc3cccc(OC)c3)CC2)c1 | -2 | -4 | -1 | -2 | -2 | -1.0 | -1 | -9 | -6 | -2
O=C1CCNc2c(Cl)cccc21 | -1 | -4 | -2 | 4 | -7 | -1.3 | 0 | -2 | 0 | 7
CC(Cc1n[nH]c(=S)n1N)c1ccccc1 (configuration not stated) | 1 | 0 | 2 | -2 | 1 | -0.9 | 1 | 5 | 2 | -5
COc1cc(/C=N/OCC(=O)NC2CCCCC2)ccc1OCc1ccccc1 | -5 | -6 | -2 | -3 | -2 | -0.4 | -2 | -15 | -7 | -2
CC(C/C=N/NC(=O)COc1cc(Cl)ccc1Cl)c1ccccc1 (configuration not stated) | 4 | -3 | 1 | -3 | -5 | 0.0 | -1 | -11 | -3 | 2
COC(=O)c1sc(NC(=O)c2cc3c(s2)CCCC3)nc1C | 10 | -2 | -1 | -1 | 3 | 1.3 | -3 | -17 | 20 | 2
C=CCN1C(=O)[C@@H](CC(=O)NCc2ccccc2)[C@]2(C(=O)OC)CCCCC=C12 | 0 | -9 | 4 | 3 | nt | nt | -3 | nt | 3 | 2
COc1ccc(S(=O)(=O)N2c3ccccc3OCC2C(C)(C)C)cc1 (configuration not stated) | -3 | -7 | -2 | -2 | 0 | -1.1 | 0 | -7 | 2 | 2
CN(C)c1ncnc2c1C(c1ccccc1)C(C)(C)O2 (configuration not stated) | -4 | 1 | -1 | 2 | 1 | 1.4 | -1 | 10 | 2 | 1
CCCNC(=O)C1(C)CCN(C(=O)C2(c3ccc(Cl)cc3)CCCC2)C1 (configuration not stated) | -9 | 7 | 0 | 0 | 17 | 0.0 | -4 | nt | 0 | -1
CCN(CC(=O)Nc1ccccc1OC)C(=O)C1CC2C=CC1C2 (configuration not stated) | -4 | 3 | -2 | 1 | -1 | 1.3 | 2 | 5 | -3 | 0
CC(C)CN(C(=O)CN(C)CC(=O)Nc1ccc(Cl)c(C(F)(F)F)c1)c1c(N)n(CC(C)C)c(=O)[nH]c1=O | 3 | 1 | 1 | 7 | 1 | 1.0 | -6 | -3 | -1 | -5
CC1=NNC(=O)C1CCC(=O)N/N=C\c1ccc(Cl)c(Cl)c1 (configuration not stated) | 3 | 1 | -1 | 4 | 0 | -1.8 | 3 | 0 | 0 | -1
COc1cc(OC)nc(Oc2ccccc2/C=N/O)n1 | -4 | 3 | 3 | 0 | -8 | 0.7 | -2 | 5 | 7 | 15*
Cc1noc(C)c1COC(=O)c1ccccc1NC(=O)Cc1ccccc1 | 4 | -4 | 4 | -3 | 2 | -0.3 | -2 | -9 | -6 | 0
O=S1(=O)CCC(N=Nc2c(O)n(Cc3ccccc3)c3ccccc23)C1 (configuration not stated) | 2 | -15 | 9 | 6 | -5 | -1.4 | 1 | -8 | 2 | 6
O=C(Cc1csc(NC(=O)Nc2ccc(Cl)cc2)n1)NCc1cccnc1 | 1 | -9 | -6 | 4 | -10 | -0.2 | 2 | -11 | 18 | 4
O=C1C(Cl)=C(N2CCCCC2)C(=O)N1c1ccccc1 | 1 | 8 | -3 | -5 | 4 | -0.4 | 17 | -2 | 0 | -2
CCN(CC)S(=O)(=O)c1ccc(N2CCOCC2)c(NC(=O)Cc2ccccc2F)c1 | 3 | 1 | -1 | -3 | 2 | -1.2 | 0 | -4 | -6 | -3
Cc1n[nH]c(C)c1CCN(C)Cc1cn(C)nc1-c1ccc2c(c1)OCCO2 | -1 | -6 | 1 | -1 | 10 | -0.1 | -2 | 3 | -5 | 2
CCCN1CCN(C(=O)Cn2cccc2C(=O)c2ccccc2)CC1 | -3 | 2 | 0 | 1 | -2 | 0.7 | 1 | 3 | -3 | 4
O=C(NCc1cccs1)C1CCCN(c2nc3ccccc3o2)C1 (configuration not stated) | -1 | -1 | -3 | 9 | -5 | 0.3 | 3 | 2 | -2 | 5
COc1ccc(-c2nc3c(C)cc(Br)cn3c2Cc2ccsc2)cc1OC | 3 | 11 | -3 | -2 | -3 | 2.2 | 6 | nt | 20 | -2
COc1ccc(CN2C(=O)CCCC2(C)c2nc3ccccc3[nH]2)cc1 (configuration not stated) | 1 | 3 | 1 | -1 | 3 | -1.1 | -2 | nt | 3 | 0
O=C1C(=O)N(CCCn2ccnc2)C(c2ccc(Cl)cc2)/C1=C(\O)c1ccc2c(c1)OCCO2 (configuration not stated) | 1 | 1 | -1 | -4 | 12 | 27* | -6 | 0 | 22 | -6
Cc1ccccc1NC(=O)NCCCN1CCCC1=O | 9 | 8 | -8 | 3 | -2 | 0.9 | -1 | 0 | -4 | 0
Cc1c(NC(=O)COC(=O)c2cc3c4ccccc4n(C)c3s2)c(=O)n(-c2ccccc2)n1C | -3 | -3 | 3 | -3 | 4 | 0.6 | 0 | -11 | 4 | -6
CCn1c(COc2ccc(Cl)cc2)nnc1SCC(=O)Nc1ccc2c(c1)OCCO2 | 0 | 0 | 4 | 4 | -1 | 2.3 | 1 | 3 | -1 | -3
N#Cc1ccccc1COC(=O)c1ccc2c(c1)OCCO2 | 0 | 4 | 6 | -1 | 2 | -0.8 | 3 | -11 | 0 | -6
COc1ccc(CN2C(=O)NC3(CCOc4ccccc43)C2=O)cc1F (configuration not stated) | 0 | 4 | 0 | 3 | -6 | 2.3 | 0 | -4 | -1 | 2
C=CCNC(=O)CC12CC3CC(C1)CC(CC(=O)NCC=C)(C3)C2 | 27* | 2 | 5 | 0 | -4 | 1.0 | 2 | -3 | -4 | -3
CCCCCCc1ccc(NC(=O)[C@@H]2CC=C[C@@H]3CCN(Cc4ccccc4)C(=O)[C@@H]32)cc1 | 0 | -8 | 1 | 0 | nt | nt | 1 | nt | nt | -3
COC(=O)[C@]12C[C@H](CC(=O)N3CCOCC3)C(=O)N(Cc3ccc(Cl)cc3Cl)C1=C[C@H](C1CCCC1)O[C@@H]2C | 10 | -8 | 5 | 5 | nt | nt | -6 | nt | 4 | 3
CC(NC(=O)CCC(=O)NCc1ccc(F)cc1)c1ccccc1 (configuration not stated) | 3 | 5 | 0 | 2 | -9 | 1.1 | 1 | 4 | -5 | 5
O=C(COc1ccc(Cl)cc1Cl)N/N=C1\CCCc2ccccc21 | -7 | -15 | 2 | 4 | -4 | 1.2 | 4 | 0 | 4 | 6
CN(C(=O)COC(=O)c1ccc(S(=O)(=O)N2CCOCC2)cc1)C1CCCCC1 | -8 | -3 | 0 | 1 | -6 | 1.8 | 0 | 1 | -7 | -5
CN(Cc1ccccc1)C(=O)OCc1cn(Cc2ccc(F)cc2)nn1 | -5 | 2 | 2 | 4 | nt | nt | -2 | nt | -1 | 1

11 entries from above, sorted by molecular weight, falling.
SMILES | Rev-erbA mod | ABHD4 inh | LEDGF integ inh | UHRF1 binding | TCR-CD3 inh | PG9 Ab binder | PRMT1 inh | HTRA1 inhibitor | rCAG binder | MBD2 DNA inh
COC(=O)[C@]12C[C@H](CC(=O)N3CCOCC3)C(=O)N(Cc3ccc(Cl)cc3Cl)C1=C[C@H](C1CCCC1)O[C@@H]2C | 10 | -8 | 5 | 5 | nt | nt | -6 | nt | 4 | 3
O=C1C(=O)N(CCCn2ccnc2)C(c2ccc(Cl)cc2)/C1=C(\O)c1ccc2c(c1)OCCO2 (configuration not stated) | 1 | 1 | -1 | -4 | 12 | 27* | -6 | 0 | 22 | -6
Cc1c(NC(=O)COC(=O)c2cc3c4ccccc4n(C)c3s2)c(=O)n(-c2ccccc2)n1C | -3 | -3 | 3 | -3 | 4 | 0.6 | 0 | -11 | 4 | -6
CCn1c(COc2ccc(Cl)cc2)nnc1SCC(=O)Nc1ccc2c(c1)OCCO2 | 0 | 0 | 4 | 4 | -1 | 2.3 | 1 | 3 | -1 | -3
CN(C(=O)COC(=O)c1ccc(S(=O)(=O)N2CCOCC2)cc1)C1CCCCC1 | -8 | -3 | 0 | 1 | -6 | 1.8 | 0 | 1 | -7 | -5
O=C(COc1ccc(Cl)cc1Cl)N/N=C1\CCCc2ccccc21 | -7 | -15 | 2 | 4 | -4 | 1.2 | 4 | 0 | 4 | 6
COc1ccc(CN2C(=O)NC3(CCOc4ccccc43)C2=O)cc1F (configuration not stated) | 0 | 4 | 0 | 3 | -6 | 2.3 | 0 | -4 | -1 | 2
COc1ccc(CN2C(=O)CCCC2(C)c2nc3ccccc3[nH]2)cc1 (configuration not stated) | 1 | 3 | 1 | -1 | 3 | -1.1 | -2 | nt | 3 | 0
C=CCNC(=O)CC12CC3CC(C1)CC(CC(=O)NCC=C)(C3)C2 | 27* | 2 | 5 | 0 | -4 | 1.0 | 2 | -3 | -4 | -3
CC(NC(=O)CCC(=O)NCc1ccc(F)cc1)c1ccccc1 (configuration not stated) | 3 | 5 | 0 | 2 | -9 | 1.1 | 1 | 4 | -5 | 5
N#Cc1ccccc1COC(=O)c1ccc2c(c1)OCCO2 | 0 | 4 | 6 | -1 | 2 | -0.8 | 3 | -11 | 0 | -6
